Screens deposited in PubChem by National Center for Advancing Translational Sciences (NCATS).
AmpC detergent = blocks E. coli AmpC beta-lactamase in detergent assay; P00811; AmpC hydrolysis of nitrocefin, absorbance 480 nm, 0.01% Triton; Potency, µM (titrated, usually from 114 µM), for the others: top-dose activity change, negative = inhibition, hits mostly inhibitors; actives 0.041% (n = 370,000); AID 485294;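 further: potency means the concentration at half of the fitted maximal effect; 0% = no-compound wells and -100% = no-enzyme wells; nearly all actives have a fitted effect of over 25% in size; some results filed as inactive show a strong effect at the top dose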
Target sequence (P00811 whole entry, looked up): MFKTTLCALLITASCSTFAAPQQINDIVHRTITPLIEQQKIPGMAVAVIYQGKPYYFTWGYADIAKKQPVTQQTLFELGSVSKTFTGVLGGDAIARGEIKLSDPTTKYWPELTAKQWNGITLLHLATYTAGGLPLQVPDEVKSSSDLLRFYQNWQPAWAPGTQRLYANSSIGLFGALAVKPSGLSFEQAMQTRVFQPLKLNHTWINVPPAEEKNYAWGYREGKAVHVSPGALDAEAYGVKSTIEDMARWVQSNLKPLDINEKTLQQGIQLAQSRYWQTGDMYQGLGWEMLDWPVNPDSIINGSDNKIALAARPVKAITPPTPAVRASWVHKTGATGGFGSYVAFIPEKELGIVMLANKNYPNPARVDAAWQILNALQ
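20 mM phosphate pH 7.0 + 0.01% (detergent screen) or 0.0001% Triton X-100; 5.3 nM AmpC reagent; cpd preinc 15 min RT; nitrocefin (800 uM stock) to start; A480 q20 s × 4 min; Activity was normalised to no-enzyme and no-compound control wells.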
AMA1 RON2 block = disrupts binding of P. falciparum AMA1 to RON2. actives 0.2% (n = 360,000). AID 720542. AlphaScreen AMA1-biotinylated RON2 peptide binding. Potency, µM (top dose mostly 58.2 µM), for inactives: at the top dose activity change, negative = inhibition, usual class: inhibitors;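 further: potency means the concentration at half of the fitted maximal effect; 0% = vehicle wells and -100% = peptide control; nearly all actives have a fitted effect of over 45% in size; some results filed as inactive show a strong effect at the top dose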
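AMA1 (3D7) with his tag at 25 nM final met compounds first, then biotinylated RON2 peptide at 25 nM; detection used donor plus acceptor beads, 10 µg/mL apiece, read by AlphaScreen after 30 min at room temperature.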
HCV inh = HCV inhibition | Huh7.5.1 HCVcc-Cre infection, luciferase reporter, 44 h | Potency, µM (titrated, usually from 41.8 µM), inactives show top-dose activity change, negative = inhibition, actives largely listed as inhibitors | actives 3.4% (n = 340,000) | AID 651820; further: potency means the concentration at half of the fitted maximal effect
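Infectious HCV cell culture screen: compound-treated cells (1,000/well, pre-plated 4 h) are infected with HCVcc-Cre at roughly 0.5 moi and grown 44 h. Infection is quantified by luciferase signal after 15 min substrate incubation at room temperature.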
HCMV inh = blocks human cytomegalovirus replication. actives 4.5% (n = 410,000). HFF cells, HCMV-luciferase reporter, 72 h; active compounds read low. AID 1259415. activity change, negative = inhibition, % at 57.5 µM; in the data active means activity change below about -60%; inconclusive means no clear call, values can overlap the other calls; inactive means above about -39%
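Screen run at 2 compound doses on HFFs infected with reporter HCMV, MOI 1 PFU/cell. Luciferase activity from cell lysates at 72 h post infection gave inhibition relative to buffer-only and Salinomycin wells.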
Giardia FBPA inh = inhibitors of Giardia lamblia fructose-1,6-bisphosphate aldolase | actives 0.71% (n = 290,000) | A8B2U2 | Potency, µM (titrated, usually from 59.6 µM), without a hit: at the top dose activity, negative = inhibition, actives largely listed as inhibitors | purified Giardia FBPA; further: potency means the concentration at half of the fitted maximal effect; nearly all actives have a fitted effect of over 55% in size
Target sequence (A8B2U2 whole entry, looked up): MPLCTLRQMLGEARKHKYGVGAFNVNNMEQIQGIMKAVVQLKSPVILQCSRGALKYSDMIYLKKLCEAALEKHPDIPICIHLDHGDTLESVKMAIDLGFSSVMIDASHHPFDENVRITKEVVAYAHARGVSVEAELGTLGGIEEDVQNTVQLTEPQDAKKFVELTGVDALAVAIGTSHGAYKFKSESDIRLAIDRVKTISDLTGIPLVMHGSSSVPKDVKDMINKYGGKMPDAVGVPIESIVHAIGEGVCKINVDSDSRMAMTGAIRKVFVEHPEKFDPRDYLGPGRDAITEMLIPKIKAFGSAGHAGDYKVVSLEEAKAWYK
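Giardia FBPA (40 nM reagent) was preincubated 10 min at RT with compound (up to 57.5 uM final), then substrate plus GAPDH/TPI/NAD/arsenate coupling system with diaphorase/resazurin was added; resorufin fluorescence (525/598 nm) was read after 20 min.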
Sm TGR block = S. mansoni TGR enzyme inhibition | Potency, µM (doses to about 114 µM), inactives show at the highest dose activity change, negative = inhibition, actives largely listed as inhibitors | actives 3% (n = 360,000) | Q962Y6 | purified TGR, DTNB reduction, TNB absorbance 405 nm; further: potency means the concentration at half of the fitted maximal effect; nearly all actives have a fitted effect of over 60% in size
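First, TGR (20 nM dispensed) and NADPH were mixed with compound. Second, a 15 min room-temperature incubation followed. Third, further NADPH and then DTNB were added to start the reaction. Finally, TNB absorbance was monitored kinetically.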
The depositor's hits bear a star; ? = inconclusive; . = no result given; [ ] = dose if it differs, or a comment. Unless noted, the call rests on the fitted dose curve; in most records, active means well fitted curve in the direction sought with a large enough effect; inconclusive means small, poorly fitted or top-dose-only effect, or another doubt; inactive means no such curve, though single readings can be large; an effect the other way counts as inactive or inconclusive. Unless noted, on the % scale 0 is the no-effect control and ±100 the full control effect.

SMILES,AmpC detergent,AMA1 RON2 block,HCV inh,HCMV inh,Giardia FBPA inh,Sm TGR block
COc1ccc(CN(CC2CCC(C(=O)O)CC2)C(=S)Nc2ccccc2OC)cc1 (stereo not given),2%,0%,-10%,-11,-7%,1%
COCCNC(=O)NC(=O)CN1C(=O)NC(Cc2c[nH]c3ccccc23)C1=O (stereo not given),-12%,8%,21%,9,2%,-1%
COc1ccc(CN2CC(=O)N(c3cc(Cl)ccc3OC)C2=S)cc1OC,?,-9%,11µM*,-29,-7%,9%
CCSc1nnc(NC(=O)c2csc3c2CCCC3)s1,?,-5%,8%,-31,2%,4%
CC(=O)N1c2ccc(S(=O)(=O)NCCC(=O)NCc3ccc(F)cc3)cc2CC1C (stereo not given),-6%,-5%,1%,0,-10%,6%
O=C(NCc1ccncc1)/C(=N/O)c1ccccc1,-9%,15%,9%,10,6%,9%
CCN(CC)C(=O)c1[nH]cnc1C(=O)Nc1ccon1,4%,62%[activator],2%,-26,.,6%
CN(C)C1(CNC(=O)C2CCN(S(=O)(=O)c3cccc(C(F)(F)F)c3)CC2)CCCCC1,4%,0%,?,19,.,-28%
COc1ccc2[nH]c3c(c2c1)CCN1C(=O)C(CC(=O)NCCCN(C)C)C[C@H](C(=O)N(C(C)C)C(C)C)[C@@]31C (stereo not given in full),.,10%,1%,-17,.,.
C=CCN=C1SC(C)C(=O)N1S(=O)(=O)c1ccccc1 (stereo not given),?,11%,?,14,4%,-16%
COc1cccc(/C=N/NC(=O)c2ccc(-n3cnnn3)cc2)c1,-19%,7%,19%,16,.,-3%
CN(C)/C=C/C(=O)c1ccc(F)cc1,-5%,-6%,2%,43,-1%,-26%
COc1ccc(CNC(=O)CSCc2ccccc2Cl)cc1,14%,-2%,-1%,13,-3%,8%
CCCCn1c(N)c(N(CC)C(=O)c2ccccc2C)c(=O)[nH]c1=O,-2%,1%,6%,-17,0%,93%[activator]
Cn1c(=O)c(Sc2ccccc2)c(O)c2ccccc21,6%,4%,-2%,35,-30%,5%

Next section:
SMILES,AmpC detergent,AMA1 RON2 block,HCV inh,HCMV inh,Giardia FBPA inh,Sm TGR block
Cc1ccccc1CC(=O)Nc1ccon1,-7%,15%,13%,-16,-4%,3%
CCOc1ccc(NC(=O)CN2CCN(C(=O)C3CCCO3)CC2)cc1 (stereo not given),7%,11%,11%,7,.,-14%
COc1ccc(OCC(O)CN2CCCC2)cc1 (stereo not given),-10%,-1%,10%,93,-29%,0%
O=C(N/N=C/c1ccsc1)c1ccc2c(c1)OCO2,-10%,9%[11.6 µM],0%,47,.,-3%
CSc1ncccc1C(=O)Nc1cccc(C)n1,4%,11%,8%,4,5%,7%
Cc1cccc(C)c1NC(=S)Nc1c(C)n(C)n(-c2ccccc2)c1=O,-1%,-18%,12%,0,-1%,-28%
C=CCOn1c(=O)c(-c2cccs2)[n+]([O-])c2ccccc21,1%,-3%,?,33,-8%,-26%
CCCn1ccc2c(OCC(=O)Nc3ccc(OC)c(OC)c3)cccc2c1=O,1%,.,.,-27,.,-2%
O=C(Oc1ccccc1F)c1nc(SCc2ccc(F)cc2)ncc1Cl,20%,.,.,-34,.,1%
Cc1c(C=Nc2ccc(S(=O)(=O)N(C)C)cc2)c(O)[nH]c(=O)c1C#N,.,7%,-13%,-20,.,.
COc1ccc(C2CC(c3ccc4ccccc4c3OC(C)=O)=NN2C(=O)/C=C/c2ccccc2)cc1 (stereo not given),-5%,-2%,-22%,2,1%,-2%
CC(NC(=S)NCc1ccccc1)C12CC3CC(CC(C3)C1)C2 (stereo not given),4%,-2%,10%,?,-1%,.
COC(=O)c1cc(OC)c(OC)cc1NC(=O)c1c(-c2ccccc2Cl)noc1C,?,-1%,-29%,19,2%,2%
O=C(Oc1ccccc1C(=O)Nc1ccccc1)c1ccccc1Br,1%,-7%[11.6 µM],-25%,-66*,-8%,6%
CCOc1ccc(C(=O)N/N=C/c2cccc3cccnc23)cc1,1%,?,?,48,-21%,1%

The listing continues:
SMILES,AmpC detergent,AMA1 RON2 block,HCV inh,HCMV inh,Giardia FBPA inh,Sm TGR block
N=C1C(=O)OCC1c1cc(Cl)ccc1NC(=O)Nc1ccccc1 (stereo not given),-1%,19%,?,-7,4%,-2%
c1ccc(Cn2cc(-c3ccccc3)cn2)cc1,6%,7%,6%,-1,.,15%
C=CCOc1ccc(/C=C/C(=O)OCC(=O)NCC2CCCO2)cc1 (stereo not given),?,0%,-11%,3,.,1%
O=C(NC1CCN(C(=O)Nc2ccccc2Cl)CC1)c1ccccc1,0%,2%,16%,-11,1%,12%
CC1CN(C(=O)c2c(Br)cnn2C)CC(C)O1 (stereo not given),8%,-9%,3%,-8,9%,-1%
Cc1nc(NC(=O)c2cc(-n3cnnc3)ccc2Cl)ccc1Br,-5%,-5%,?,-23,1%,-7%
Cc1nc(C(F)(F)F)ccc1C(=O)Nc1ccccc1N1CCOCC1,-7%,0%,-1%,7,.,6%
O=C(O)c1cc(Cl)c2c(c1)OCO2,-8%,-1%,11%,-28,-5%,0%
CC1=C/C(=C\c2ccc3c(c2)OCO3)C(=O)S1,?,-28%,-18%,60,-4%,?
CC(C)c1ccc(C(=O)CC2(O)C(=O)N(CCc3ccccc3)c3ccc(Cl)cc32)cc1 (stereo not given),1%,.,.,-105*,.,-4%
Cc1ccc(N(CC(=O)N2CCN(C3CCCCC3)CC2)S(=O)(=O)c2cccnc2)cc1,-21%,-2%,14%,23,-14%,-2%
CCOC(=O)C(=NC(C)C)NNc1cc(Cl)ccc1Cl,-15%,-7%,-4%,?,0%,-24%
Cc1cc(C(=O)COc2ccc(F)cc2Br)c(C)n1C,3%,-5%,11%,13,-1%,-27%
Cc1c2cnn(CC(=O)NCCCN3CC(C)CC(C)C3)c(=O)c2c(C)n1Cc1ccc(Cl)cc1 (stereo not given),-7%,-2%,?,?,.,-2%
Cc1ccccc1C1=NCC(=O)N(CC(=O)N2CCCCC2)c2sc(C)c(C)c21,-3%,15%,7%,-15,-2%,-13%

Following part.
SMILES,AmpC detergent,AMA1 RON2 block,HCV inh,HCMV inh,Giardia FBPA inh,Sm TGR block
COc1ccc2[nH]c(=O)c(CNc3ccccc3C)cc2c1,-1%,-10%,-24%,0,?,?
Cc1ccc(CNCCC2=CCCCC2)cc1,-13%,-18%,3%,7,-1%,7%
Oc1ccc2ccccc2c1C1Nc2cccc3cccc(c23)N1,2%,?,-4%,18,-29%,-35%
O=C(CCn1c(SCC(=O)c2ccccc2)nc2ccccc2c1=O)NCc1ccc(F)cc1,?,-12%,-6%,28,4%,14%
COc1cc(C(C)=O)ccc1Oc1ncnc2c1cnn2-c1ccc(F)cc1,5%,16%,?,-24,2%,-19%
COC(=O)CNC(=O)CNC(=O)Nc1ccccc1,-9%,-7%,16%,12,8%,-3%
COc1ccccc1C(=O)NC(=O)COC(=O)C1CC1C (stereo not given),?,0%,2%,-29,.,1%
CCCCN(CC)C(=O)Cc1c(C(=O)O)[nH]c2ccc(Cl)cc12,-9%,-3%,-9%,-5,6%,-12%
CCn1c(SCC(=O)NCCOc2ccccc2)nc2ccccc2c1=O,2%,0%,-15%,32,0%,0%
CN(C)c1ccc(CN2CC=C(c3ccc(F)cc3)CC2)cc1,-15%,?,-13%,23,-2%,12%[11.4 µM]
CCCCn1c(SCC(N)=O)nnc1-c1cc(OC)c(OC)c(OC)c1,?,.,19%,.,1%,-24%
CCCCN(C)C(=O)c1c[nH]c2ccc(S(=O)(=O)N3CCOCC3)cc2c1=O,3%,-4%,-11%,-27,8%,-15%
COc1ccc(C)cc1S(=O)(=O)NCC(c1ccc2c(c1)OCO2)N1CCN(C)CC1 (stereo not given),-16%,5%,12%,-19,.,-29%
Cc1ccc(C2(SCC(N)C(=O)O)c3ccccc3-c3ccccc32)cc1 (stereo not given),.,58%[activator],0%,18,.,.
Cc1ccc2sc(N(CCCN(C)C)C(=O)c3nc4ccccc4s3)nc2c1C,-10%,-4%,?,-8,-7%,-2%

The list continues.
SMILES,AmpC detergent,AMA1 RON2 block,HCV inh,HCMV inh,Giardia FBPA inh,Sm TGR block
Cc1ccc2oc(=O)c3cnn(CC(=O)N(Cc4ccco4)C4CCCCC4)c3c2c1,-12%,-4%,9%,-30,14%,1%
COc1ccc2oc(=O)c(NC(=O)C3CCCCC3)cc2c1,6%,-4%,11%,-22,5%,-5%
Cc1ccc(C(=O)NNC(=O)CCC(=O)NCc2ccccc2)cc1Br,-8%,114%[activator],16%,-39,.,0%
O=C(Nc1ccc(Br)cc1)c1ccc(F)c(S(=O)(=O)N2CCc3ccccc32)c1,-2%,.,.,-92*,.,3%
OC(c1ccccc1)C(Nc1ccccn1)c1ccccc1 (stereo not given),.,-10%,26%,-32,.,.
Cc1ccc2oc(=O)c3cnn(CC(=O)N4CCN(c5cc(Cl)ccc5C)CC4)c3c2c1,10%,.,.,1,.,-2%
CN(C)C(=O)c1ccc(NC(=O)CN2CCc3cc4c(cc3C2)OCCCO4)cc1,2%,2%,15%,-6,.,1%
CC1(C)CC(NC(=O)c2cc(S(=O)(=O)N3CCCCC3)ccc2Cl)CC(C)(C)N1,3%,-12%,26%,-22,.,-16%
O=C(CCN1C(=O)/C(=C/c2ccc(F)cc2)SC1=S)Nc1cccnc1,7%,-1%,?,11,4%,6%
O=C1COc2cc(ccc2[N+](=O)[O-])Oc2ccc(cc2Cl)C(=O)CCCCO1,-2%,-1%,4%,-10,.,6%
CCOc1ccc(N2C(=O)CC(NCCNc3ccc(C(=O)c4cccs4)cc3)C2=O)cc1 (stereo not given),-1%,42%[activator],?,-29,0%,?
COc1ccc(/C=C(\C#N)c2nc3ccccc3n2C)c(OC)c1,-1%,.,.,36,.,-3%
CCN(CC)c1ccc(NC(=S)NC(=O)Cc2ccccc2)cc1,-21%,?,-28%,-18,0%,-35%
